KCNK9 inh – blocks the human KCNK9 two-pore domain potassium channel; HEK293 KCNK9, FluxOR thallium flux fluorescence; stronger effect = lower value; B-score at 10 µM; 310,000 compounds, 1.2% hits;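 active means ratio B-score over 3 SD below the library mean, with starting fluorescence within 5 SD of its mean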;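 further: negative B-score means less thallium flux so channel inhibition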
RGS4 act – potentiators or activators of RGS4; B-score at 10 µM; 310,000 compounds, 0.92% hits; HEK293 M3R/inducible RGS4, carbachol calcium flux Fluo4; stronger effect = lower value;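 active means B-score of the integrated calcium signal more than 4 SD below the library mean, with starting fluorescence not abnormally high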;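 further: negative B-score means reduced calcium response which marks RGS4 activation or potentiation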
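System: HEK293 FlpIn-TREx cells, stable M3R, doxycycline-inducible RGS4. Timing: overnight RGS4 induction, 30 min dye load 37 °C, 20 min compound RT. Also added: carbachol, ECmax concentration. Measured by: Fluo4 fluorescence kinetic imaging of calcium. Evaluation: integrated calcium ratio converted to B score.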
HDAC3 inh – human HDAC3 inhibition. O15379. 320,000 compounds, 0.15% hits. recombinant HDAC3, fluorogenic peptide/trypsin coupled, fluorescence. AID 2718. inhibition, % at 8.3 µM; in the data active means inhibition above about 26%, passing the limit was not always enough; inconclusive means no clear call, values can overlap the other calls
Target sequence (O15379 whole entry, looked up): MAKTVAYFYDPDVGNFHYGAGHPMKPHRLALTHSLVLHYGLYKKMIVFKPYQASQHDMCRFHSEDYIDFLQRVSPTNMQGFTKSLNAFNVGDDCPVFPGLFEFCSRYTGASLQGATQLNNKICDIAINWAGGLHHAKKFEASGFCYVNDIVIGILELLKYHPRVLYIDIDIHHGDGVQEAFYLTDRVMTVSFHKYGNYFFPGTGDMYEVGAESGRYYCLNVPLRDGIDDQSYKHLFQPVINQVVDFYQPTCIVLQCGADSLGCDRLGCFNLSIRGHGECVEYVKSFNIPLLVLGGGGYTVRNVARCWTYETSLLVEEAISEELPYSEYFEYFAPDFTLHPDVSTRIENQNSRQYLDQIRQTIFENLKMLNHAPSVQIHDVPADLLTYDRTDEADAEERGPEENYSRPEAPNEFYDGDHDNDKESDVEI
TMEM16A inh – inhibitors of mouse TMEM16A calcium-activated chloride channel. Q8BHY3. normalized B-score (activity score, 25-100; higher = stronger inhibition) at 10 µM. 310,000 compounds, 1.2% hits. HEK293 TMEM16A/YFP iodide influx fluorescence, ionomycin;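 active means ratio plate-corrected score three or more library SD toward inhibition, starting fluorescence score within five deviations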;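 further: score derived from kinetic fluorescence span divided by baseline fluorescence per well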
hERG rescue – compounds protecting human hERG from proarrhythmic drug block | activation (rescue from dofetilide block), less the hit threshold, % at 10 µM | 310,000 compounds, 0.51% hits | CHO-hERG, FluxOR thallium flux, dofetilide IC70 present | AID 1511;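 active means activation above the mean of controls blocked by dofetilide plus 5 SD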;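 further: thallium influx through hERG after potassium depolarization seen as dye fluorescence rise; in these data hits start at about 4.7%; inactives centre near -7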
ANO1 activ – activators or potentiators of mouse TMEM16A chloride channel | B-score at 10 µM | HEK293 TMEM16A/YFP-H148Q/I152L, iodide quench fluorescence; stronger effect = lower value | Q8BHY3 | 340,000 compounds, 0.3% hits;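 active means fluorescence-ratio B-score plate-corrected deviation score at least 3 library SD below zero, with starting fluorescence score within 5 deviations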;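 further: channel opened by trigger with iodide after compound preincubation; score built on the fluorescence ratio of max minus min over baseline; more negative score means more quench and so TMEM16A activation or potentiation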
KCNQ1 inh – human KCNQ1 channel inhibition; CHO-K1 KCNQ1, FluxOR thallium flux fluorescence; stronger effect = higher value; B-score at 10 µM; 310,000 compounds, 1.3% hits;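 active means compounds whose thallium flux B-score, printed positive for inhibition, exceeds three library SD while starting fluorescence stays within three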;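 further: channel opened by potassium depolarization with thallium stimulus after 20 min compound exposure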
Target sequence (P51787 whole entry, looked up): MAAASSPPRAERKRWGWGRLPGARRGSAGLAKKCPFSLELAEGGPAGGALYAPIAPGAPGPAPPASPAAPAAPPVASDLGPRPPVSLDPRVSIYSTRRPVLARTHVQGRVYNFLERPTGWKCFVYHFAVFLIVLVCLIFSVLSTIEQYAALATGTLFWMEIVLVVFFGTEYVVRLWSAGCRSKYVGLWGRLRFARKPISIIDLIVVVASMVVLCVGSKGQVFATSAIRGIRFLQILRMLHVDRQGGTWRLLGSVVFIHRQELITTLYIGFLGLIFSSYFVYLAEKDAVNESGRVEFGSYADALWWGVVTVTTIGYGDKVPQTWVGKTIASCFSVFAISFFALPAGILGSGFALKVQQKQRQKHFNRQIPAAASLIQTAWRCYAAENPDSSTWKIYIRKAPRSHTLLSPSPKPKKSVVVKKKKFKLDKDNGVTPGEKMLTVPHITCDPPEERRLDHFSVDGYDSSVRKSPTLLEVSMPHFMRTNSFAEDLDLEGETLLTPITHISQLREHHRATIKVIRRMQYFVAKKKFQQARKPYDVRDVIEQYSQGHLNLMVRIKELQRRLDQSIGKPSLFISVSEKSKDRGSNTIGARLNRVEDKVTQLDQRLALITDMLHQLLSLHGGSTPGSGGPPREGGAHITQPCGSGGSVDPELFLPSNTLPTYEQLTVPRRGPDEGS
SKKanGAS inh – inhibitors of SKKanGAS S. pyogenes growth in kanamycin (SK-promoter or general growth effect); inhibition, % at 7.5 µM; AID 1662; BacTiter-Glo, 6 h; 300,000 compounds, 1.3% hits;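 active means mean replicate score, as percent of positive control median, at least 50; inconclusive means mean below 50 but one replicate at or above 50; inactive means mean and every replicate below 50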;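 further: strain carries kanamycin resistance gene driven by streptokinase promoter and grows in 40 µg/ml kanamycin; loss of luminescence reflects streptokinase promoter inhibition or plain growth inhibition; 0% = median of DMSO wells and 100% = positive control at its reference dose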
RGS4 inh – inhibitors of human RGS4 | B-score at 10 µM | HEK293 M3R/RGS4 inducible, Fluo-4 calcium flux; stronger effect = higher value; triggered by carbachol at its EC20 | 310,000 compounds, 0.45% hits;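 active means B-score, a plate-corrected calcium signal, over three deviations above library mean, with baseline fluorescence within five deviations of library mean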;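 further: RGS4 expression induced by doxycycline in cells with stable M3 receptor; B-score is computed from the integrated fluorescence ratio over baseline after carbachol; higher B-score means a larger calcium signal and so more RGS4 inhibition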
KCNQ1 act – potentiators or activators of human KCNQ1 potassium channel; P51787; CHO-K1 KCNQ1, thallium flux FluxOR fluorescence; stronger effect = higher value; B-score at 10 µM; 310,000 compounds, 0.35% hits;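 active means fluorescence ratio B-score, a plate-corrected score, at least three library SD, with initial intensity B-score within 5 SD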
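Assay system: CHO-K1 cells stably expressing KCNQ1. Medium: assay buffer for compound exposure, DMSO matched across wells. Timing: 37 °C overnight plating, 90-min dark dye load, 20-min compound pretreatment. Signal: kinetic FluxOR fluorescence, 10 s baseline plus 110 s post-stimulus.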
KCNK3 block – human KCNK3 channel inhibition, primary screen | O14649 | CHO-KCNK3 thallium flux, FluxOR fluorescence; stronger effect = lower value | B-score at 10 µM | 340,000 compounds, 0.84% hits | AID 602410;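 active means B-score under library mean minus 4 SD, starting fluorescence ratio at most library mean plus 5 SD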;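 further: more negative B-score means stronger inhibition of thallium flux through KCNK3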
An asterisk follows results filed as active; i = inactive; ? = inconclusive; . = no result given.

smiles	KCNK9 inh	RGS4 act	HDAC3 inh	TMEM16A inh	hERG rescue	ANO1 activ	KCNQ1 inh	SKKanGAS inh	RGS4 inh	KCNQ1 act	KCNK3 block
CC(NC(=O)C1CCCC1)c1ccc2c(c1)OCCO2 (stereo not drawn)	i	i	2	i	-5	i	i	1	i	i	i
Cc1nn(CC(=O)Nc2ccc(S(=O)(=O)N(C)C)cc2)c(C)c1[N+](=O)[O-]	i	i	4	i	0	i	i	7	i	i	i
O=C(CNC(=O)c1ccc(Cl)cc1Cl)OCC(=O)c1ccc2c(c1)OCCO2	i	i	8	i	-4	i	i	5	i	i	i
CCc1ccc2c(c1)C1(NN=C(c3cccc4ccccc34)S1)C(=O)N2 (stereo not drawn)	i	i	-4	i	-2	i	15*	79*	i	i	-13*
Cc1nc(NC(=O)c2ccccc2)sc1-c1csc(Nc2ccc(Cl)cc2Cl)n1	i	i	5	i	-16	.	i	17	i	i	.
Cc1ccc2c(c1)N(CC(=O)NCCc1ccc(Cl)cc1)C(=O)c1cccnc1O2	i	i	-1	i	-6	i	i	5	i	i	i
COc1ccccc1C(=O)OC(C)CN1CCN(C)CC1 (stereo not drawn)	i	i	0	i	-4	i	i	5	i	i	i
Cc1ccc(C)c(S(=O)(=O)NC(C)C(=O)NCc2ccccn2)c1 (stereo not drawn)	i	i	-4	i	-4	i	i	-3	i	i	i
Cn1nnc2cc(C(=O)NCc3ccc4c(c3)OCO4)ccc21	i	i	1	i	-2	i	i	6	i	i	i
O=S(=O)(c1ccc(F)c2ccccc12)N1CCCCC1	i	i	0	i	-14	i	i	8	i	i	i
CCOC(=O)c1c(NC(=O)Cn2c(=O)oc3ccccc32)oc(C)c1C(C)=O	i	i	0	i	-5	i	i	6	i	i	i
CCN1CCCC1CNC(=O)c1cc2cc(F)ccc2[nH]1 (stereo not drawn)	i	i	-15	i	-1	i	i	-4	i	i	i
Cc1ccc(CSCCNC(=O)CN(c2ccc(F)cc2)S(C)(=O)=O)cc1	i	i	0	i	-5	i	i	5	i	i	i
COc1ccc(OCC(=O)OCCN(C)C)cc1	i	i	1	i	-5	i	i	5	i	i	i
CC(C)(CNC(=O)c1cc(=O)[nH]c2ccccc12)N1CCOCC1	i	i	-7	i	-4	i	i	-3	i	i	i
COc1ccc(S(=O)(=O)Nc2c(C)nc3nc(C)[nH]n3c2=O)cc1	i	i	-2	i	-6	i	i	-2	i	i	i
O=C(CN(Cc1cccs1)S(=O)(=O)c1ccc(S(=O)(=O)N2CCCCC2)cc1)Nc1ccccc1	i	i	-2	i	-4	i	i	5	i	i	i
COc1ccccc1C(=O)NC(CCSC)C(=O)OCC(=O)NC(=O)NCc1ccco1 (stereo not drawn)	i	i	-1	i	-9	-24*	i	-1	i	i	i
Cc1ncc(CO)c(/C=N/NC(=O)c2cc3c(s2)CCCC3)c1O	i	i	0	i	-35	i	i	37	7.2*	i	i
COc1ccc(/C=N/NC(=O)c2cnccn2)c(OC)c1OC	i	i	.	i	-6	i	i	13	i	i	i
COCc1[nH]nc2c1C(c1ccccc1F)C(C#N)=C(N)O2 (stereo not drawn)	i	i	-2	i	-8	i	i	0	i	i	i
O=C(NN=C1CCCCCCCCCCC1)c1ccccc1F	i	i	3	i	-4	i	i	-10	i	i	i
COc1cc(C=O)cc(Br)c1OCC(N)=O	i	i	-5	i	-10	i	i	1	i	i	i
CC(C)CNc1ncnc2c1cnn2Cc1ccccc1Cl	i	i	11	i	-15	i	i	3	i	i	i
O=C(COC(=O)CC1CC2CCC1C2)Nc1cccc(S(=O)(=O)NC2=NCCCCC2)c1 (stereo not drawn)	i	i	7	i	-16	i	i	-3	i	i	i

(cont.)
smiles	KCNK9 inh	RGS4 act	HDAC3 inh	TMEM16A inh	hERG rescue	ANO1 activ	KCNQ1 inh	SKKanGAS inh	RGS4 inh	KCNQ1 act	KCNK3 block
Cc1nc(N)c(Cc2ccccc2F)c(N)n1	i	i	-10	i	-6	i	i	-1	i	i	i
CC(C)[C@H](NS(=O)(=O)c1ccccc1)C(=O)OCC(=O)Nc1ccccc1Sc1ccccc1	i	i	9	i	-7	i	i	10	i	i	i
CC1C(=O)N2CCCc3cc(NC(=O)COc4ccc(Cl)cc4)cc1c32 (stereo not drawn)	i	i	3	i	-12	i	i	-3	i	i	i
COc1cccc(NC(=O)NC2CCCCC2C)c1 (stereo not drawn)	i	i	1	i	-6	i	i	0	i	i	i
CCOC(=O)c1cnc(-c2ccccc2)nc1N	i	i	4	i	-11	i	i	-2	i	i	i
CN1CCc2c(sc3c2c(NCc2ccco2)nc2nnnn23)C1	i	i	-33	i	-15	i	i	1	i	i	i
Nc1nc2c(c(=O)[nH]1)C(c1ccccc1)C1=C(N2)c2ccccc2C1=O (stereo not drawn)	i	i	2	i	-8	i	i	5	i	i	i
O=C(O)CC(NC(=O)c1ccncc1)c1ccccc1 (stereo not drawn)	i	i	?	i	-10	i	i	0	i	i	i
CC(=O)N/C(=C\c1ccccc1)C(=O)OCc1cccc(S(=O)(=O)N(C)C)c1	i	i	2	i	-5	i	i	-4	i	i	i
N[C@@H](Cc1ccccc1)c1nnc2sc(SCc3ccccc3)nn12	i	i	1	i	-7	i	i	5	i	i	i
O=C(O)c1ccc(-c2ccc(OS(=O)(=O)c3ccccc3F)cc2)cc1	i	i	3	i	-4	i	i	4	i	i	i
CCc1ccc(C2CC(c3ccc(Cl)cc3)n3nc(N)nc3N2)cc1 (stereo not drawn)	i	i	-4	i	-8	i	i	17	i	i	i
Cc1ccsc1C1C(C#N)=C(N)OC2=C1C(=O)CC(C)C2 (stereo not drawn)	i	i	0	i	-11	i	i	-1	i	i	i
Cc1c(C)c2ccc(OCC(=O)N(C)C3CCS(=O)(=O)C3)c(C)c2oc1=O (stereo not drawn)	i	i	-40	i	-5	i	i	3	i	i	i
CN(C)S(=O)(=O)c1cccc(COc2cccnc2[N+](=O)[O-])c1	i	i	3	i	-6	i	i	2	i	i	i
CCOc1ccc(OCCC(=O)OCC(=O)Nc2ccc(Cl)cn2)cc1	i	i	1	i	-15	i	i	-8	i	i	i
O=C(CCC1CCCN(C(=O)c2ccncc2)C1)NCc1ccc(F)c(F)c1 (stereo not drawn)	i	i	2	i	-15	i	i	4	i	i	i
Cc1c(CC(Cl)(Cl)Cl)c2c(n1O)CC(C)(C)CC2=O	i	i	5	i	-3	i	i	2	i	i	i
N#Cc1ccccc1CSCCNC(=O)Cc1c(F)cccc1Cl	i	i	3	i	-6	i	i	3	i	i	i
CCC(c1nnnn1C1CCCC1)N1CCN(c2cccc(OC)c2)CC1 (stereo not drawn)	i	i	-6	i	-12	i	i	-7	i	i	i
O=C(NN1CCOCC1)c1cn(-c2ccccc2)nc1-c1cccs1	i	i	1	i	-5	i	i	-4	i	i	i
CCN1CCN(C(=O)c2ccc3c(c2)N(Cc2ccccc2)C(=O)c2ccccc2S3(=O)=O)CC1	i	i	-2	i	-6	i	i	2	i	i	i
CCOC(=O)c1[nH]c2ccc(Cl)cc2c1-c1ccccc1	i	i	8	i	-13	i	i	-1	i	i	i
Cn1c(=O)[nH]c(NC2CCCCC2)c(N=O)c1=O	i	i	10	i	-4	i	i	1	i	i	i
COCCCNC(=S)NCCCNc1nc2cc(C)cc(C)c2cc1C#N	i	i	-14	i	-9	i	i	4	i	i	i

Whole records from above. Values in the order: KCNK9 inh | RGS4 act | HDAC3 inh | TMEM16A inh | hERG rescue | ANO1 activ | KCNQ1 inh | SKKanGAS inh | RGS4 inh | KCNQ1 act | KCNK3 block
CCOc1ccc(OCCC(=O)OCC(=O)Nc2ccc(Cl)cn2)cc1 across the screens: i | i | 1 | i | -15 | i | i | -8 | i | i | i
COc1ccccc1C(=O)NC(CCSC)C(=O)OCC(=O)NC(=O)NCc1ccco1 (stereo not drawn) across the screens: i | i | -1 | i | -9 | -24* | i | -1 | i | i | i

Next part:
smiles	KCNK9 inh	RGS4 act	HDAC3 inh	TMEM16A inh	hERG rescue	ANO1 activ	KCNQ1 inh	SKKanGAS inh	RGS4 inh	KCNQ1 act	KCNK3 block
C=CCOc1c(CNc2nccs2)cccc1OCC	i	i	2	i	-8	i	i	-3	i	i	i
Cc1ccccc1CN(C)CC(=O)NC(C)CCc1ccccc1 (stereo not drawn)	i	i	11	i	-11	i	i	-2	i	i	i
CCN(CC)CCCN1C(=O)c2oc3ccccc3c(=O)c2C1c1cccs1 (stereo not drawn)	i	i	-10	i	26*	.	i	-1	i	15*	.
COc1ccc(S(=O)(=O)N(C)c2ccc(OCC(=O)Nc3cc(C)on3)cc2)cc1	i	i	-1	i	-6	i	i	-1	i	i	i
Cc1ccc(NC(=O)Nc2nnc(Cc3ccc(F)cc3)s2)cc1	i	i	1	i	-4	.	i	-9	i	i	i
CC(C)CC1CCCCC1OC(=O)CN1CCCCC1 (stereo not drawn)	i	-8.5*	4	i	-10	i	i	3	i	i	i
O=C(Nc1cc(Cl)cc(Cl)c1)C1CC(=O)N(C2CCCC2)C1 (stereo not drawn)	i	i	5	i	-10	i	i	-6	i	i	i
CC(C)(C)C(=O)Nc1ccccc1C(=O)Nc1ccncc1	i	i	-2	i	-8	i	i	2	i	i	i
CN(C)c1ccc(/C=N/NC(=O)CNC(=O)c2ccco2)cc1	i	i	-11	i	0	i	i	1	i	i	i
O=C(COC(=O)Cc1cccs1)Nc1ccccc1F	i	i	-4	i	-6	i	i	-15	i	i	i
Cc1ccc2c(c1)c1c3n2CC(=C2C(=O)OC(C)(C)OC2=O)NC3CCC1 (stereo not drawn)	i	i	5	i	-7	i	i	18	i	i	i
COc1ccc2c(c1)CCc1sc(NC(=O)c3ccco3)nc1-2	-8.4*	i	11	i	-14	i	i	12	6.6*	i	i
N#Cc1ccccc1NC(=O)c1ccc2c(c1)OCCO2	i	i	7	i	-7	i	i	-2	i	i	i
CCn1c(C(=O)O)c(CC(=O)NC2CCCCCC2)c2ccccc21	i	i	-5	i	3	i	i	5	i	i	i
O=S(=O)(NCc1cn2ccsc2n1)c1cccs1	i	i	-11	i	-2	i	i	-2	i	i	i
